Compound activity (PubChem BioAssay)
M1 ag parental = counter-screen for M1 agonists: effect in parental CHO-K1 cells. activation, % at 3 µM. Fluo-8 calcium fluorescence; scaled to maximal ATP response, vehicle zero. 360,000 compounds, 0.48% hits. AID 602248; in the data active = activation above about 15%;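 also: untransfected CHO-K1 host cells lacking M1 receptor as counterscreen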
CHRM1 antagonist = blocks human M1 muscarinic receptor; AID 588852; 360,000 compounds, 1.3% hits; CHO-K1 hM1, Fluo-8 calcium fluorescence, ACh EC80 antagonist; P11229; inhibition, % at 3 µM;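 active = percent inhibition above its own plate's cutoff, namely the mean of that plate's compound wells plus 3 SD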;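 also: peak over basal fluorescence ratio during 140 s after agonist addition; 0% = ACh EC80 plus DMSO and 100% = DMSO alone without agonist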
Target sequence (P11229 whole entry, looked up): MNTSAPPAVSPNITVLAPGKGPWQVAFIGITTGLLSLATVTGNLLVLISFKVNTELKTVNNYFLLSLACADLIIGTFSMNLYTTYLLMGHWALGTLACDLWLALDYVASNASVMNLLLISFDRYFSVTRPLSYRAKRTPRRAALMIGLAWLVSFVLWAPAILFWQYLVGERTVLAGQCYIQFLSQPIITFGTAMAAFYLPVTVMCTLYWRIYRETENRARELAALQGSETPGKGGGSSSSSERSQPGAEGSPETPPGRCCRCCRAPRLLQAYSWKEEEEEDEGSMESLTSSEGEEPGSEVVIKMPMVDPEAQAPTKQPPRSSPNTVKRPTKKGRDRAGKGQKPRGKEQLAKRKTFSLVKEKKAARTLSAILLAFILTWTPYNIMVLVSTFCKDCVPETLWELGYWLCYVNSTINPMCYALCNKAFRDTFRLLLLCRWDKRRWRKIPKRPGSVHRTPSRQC
OXTR potentiator = potentiators of human oxytocin receptor. activation, % at 3 µM. P30559. 320,000 compounds, 0.061% hits. CHO-OTR cells, Fluo-8 calcium fluorescence, potentiator mode; 0% = oxytocin EC15, 100% = EC100;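 active = activation above that plate's cutoff, the mean activation of tested compounds plus 3 SD, cut at about 6.6% in these data, passing the limit was not always enough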;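 also: 100% uses oxytocin at 75 nM as the full agonist control; some results filed as inactive read as strong as hits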
Target sequence (P30559 whole entry, looked up): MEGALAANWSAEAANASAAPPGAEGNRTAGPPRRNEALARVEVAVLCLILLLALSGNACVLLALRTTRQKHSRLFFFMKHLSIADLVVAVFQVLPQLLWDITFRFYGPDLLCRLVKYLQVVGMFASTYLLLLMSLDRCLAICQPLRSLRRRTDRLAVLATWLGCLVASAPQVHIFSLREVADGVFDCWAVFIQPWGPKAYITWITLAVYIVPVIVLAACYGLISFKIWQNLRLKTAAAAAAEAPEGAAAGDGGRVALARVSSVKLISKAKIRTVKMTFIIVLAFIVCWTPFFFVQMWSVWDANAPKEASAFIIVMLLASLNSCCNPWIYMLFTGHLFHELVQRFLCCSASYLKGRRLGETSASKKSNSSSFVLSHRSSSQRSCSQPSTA
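System: human OTR in CHO cells / Also added: sub-maximal oxytocin, roughly EC15 / Control set: EC15 oxytocin low, 75 nM oxytocin high / Schedule: 6 min compound pre-incubation at room temperature, 100 s kinetic read / Compound: single-point 3.0 µM / Replication: singlicate / Technique: Fluo-8 calcium dye fluorescence / Read-out basis: % activation of max/min ratio relative to oxytocin controls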
M1 ag = activates human CHRM1 receptor | P11229 | CHO-K1 hM1, Fluo-8 calcium fluorescence, agonist mode; 0% DMSO, 100% acetylcholine EC100 | activation, % at 3 µM | 360,000 compounds, 0.33% hits | AID 588814;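 active = activation above the run's mean compound activation plus 3 SD, cut at about 16% in these data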;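 also: peak over basal fluorescence ratio within a 140 s kinetic read after compound addition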
CHO-K1 Ca antag = counter-screen for M1 antagonists: effect in parental CHO-K1 cells; AID 602250; inhibition, % at 3 µM; ATP-induced calcium, Fluo-8 fluorescence; 360,000 compounds, 0.6% hits;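 active = inhibition above a per-plate cutoff, the plate's mean sample inhibition plus 3 SD, cut at about 24% in these data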;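 also: 0% = DMSO plus EC80 ATP and 100% = DMSO alone without ATP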
TAAR1 agonist = agonists of human TAAR1; Q96RJ0; CHO RD-HGA16 TAAR1, Fluo-8 calcium fluorescence; vehicle wells 0%, saturating PEA agonist 100%; activation, % at 3 µM; 360,000 compounds, 0.99% hits; AID 624467;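 active = activation above the mean activation of all test compounds in the run plus 3 SD, cut at about 38% in these data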
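Assay system: CHO-derived RD-HGA16 cells with stable Gα16 and human TAAR1; timing: 17-24 h seeding, 75 min 37 °C dye, 30 min RT; read-out: % activation from peak over basal fluorescence ratio, DMSO-to-PEA scaled; measured by: kinetic Fluo-8 calcium fluorescence; benchmarks: low control DMSO, high control PEA (EC100); doses: 3 µM single concentration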
TAAR1 antagonist = human TAAR1 antagonism | Q96RJ0 | AID 624466 | 360,000 compounds, 1.5% hits | CHO RD-HGA16 TAAR1, Fluo-8 calcium fluorescence, antagonist | inhibition, % at 3 µM;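 active = inhibition above a per-plate cutoff, the mean inhibition of test compounds on that plate plus 3 SD, cut at about 49% in these data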;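 also: 0% = DMSO plus EC80 beta-PEA response and 100% = DMSO alone without agonist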
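System: CHO RD-HGA16 cells bearing hTAAR1. Reagent: EC80 β-phenethylamine stimulus. Schedule: seeding 17-24 h prior, 75-min 37 °C, 30-min RT dye loading. Signal: Fluo-8 intracellular calcium dye fluorescence, real-time kinetic reads. Read-out: % inhibition from peak post-agonist over basal fluorescence ratio. Benchmarks: vehicle wells and EC80 agonist wells. Replicates: n of 1.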
M1 PAM parental = M1 PAM counterscreen hit in parental CHO-K1 cells; ATP EC20, Fluo-8 calcium fluorescence; 0% at ATP EC20, 100% at ATP max; activation, % at 3 µM; 360,000 compounds, 0.02% hits; AID 602247;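 active = activation above the run cutoff, the mean activation of all test compounds plus 3 SD, cut at about 40% in these data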;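 also: peak over basal fluorescence ratio in a 140 s read after ATP addition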
CHO parental Ca = counter-screen: ATP calcium response change in parental CHO cells; parental CHO-K1, ATP-induced calcium, Fluo-8 fluorescence; inhibition, % at 5.6 µM; 330,000 compounds, 0.63% hits; AID 463079;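 active = inhibition above that plate's mean sample inhibition plus 3 SD, cut at about 26% in these data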;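 also: 0% = ATP-challenged DMSO wells and 100% = DMSO wells without ATP; some compounds past the cut are filed as inactive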
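Measured by: calcium-sensitive Fluo-8 fluorescence / Test system: CHO parental line / Controls: ATP-challenged DMSO wells low, unchallenged DMSO wells high / Measure: % inhibition / Compound: single nominal dose of 5.6 µM per compound / Replicates: single well per compound, no replicates / Reagent: ATP as calcium-mobilizing challenge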
* = called active by the depositor; · = not tested or not shown.

Structure,TAAR1 antagonist,OXTR potentiator,CHO parental Ca,CHO-K1 Ca antag,TAAR1 agonist,M1 PAM parental,M1 ag,M1 ag parental,CHRM1 antagonist
COc1cccc(CNC(=O)CN(c2ccc(C(C)C)cc2)S(=O)(=O)c2c(C)noc2C)c1,18,-8,-29,-15,-1,17,-3,0.5,-10
CCOC(=O)C(NC(=O)N(C)C)(Nc1sc(C)c(CC)c1C#N)C(F)(F)F (configuration not stated),6,-3,-10,-1,4,0,-5,2.1,8
CC(=O)N1c2ccc(S(=O)(=O)N3CCCC3)cc2CC1C(=O)NC(C)C (configuration not stated),6,-4,-12,-14,1,1,-2,0.2,-19
Cc1c(NC(=O)CSc2ccc(Cl)cc2)cccc1-c1nc2cc(Cl)ccc2o1,7,-5,-15,-3,1,16,-7,0.6,-21
CCN(CC)c1nc2c(c(=O)n(C)c(=O)n2C)n1CCCc1ccccc1,-7,-11,-7,-16,25,17,4,4.8,-15
CC(OC(=O)Cc1coc2ccc3ccccc3c12)C(=O)Nc1ncc(Cl)cc1Cl (configuration not stated),22,-12,-36,5,8,-5,-3,1.4,7
Cc1ccccc1-c1nnc(SCC(=O)NCc2ccc3c(c2)OCO3)n1C,8,-3,-7,-13,8,21,-5,1.0,0
O=C(NCc1ccc(F)cc1)C(Cc1ccccc1)NS(=O)(=O)c1cccs1 (configuration not stated),6,-7,-12,-15,1,8,-10,1.4,-7
CCC(C)N(C(=O)Cn1nnc2ccccc21)C(C(=O)Nc1ccc(F)cc1)c1cccc(OC)c1 (configuration not stated),-6,-3,-29,-10,7,20,1,3.8,-8
CN1C(=O)[C@@H]2[C@H](C1=O)[C@@H]1C(=O)Nc3ccccc3C(=O)N1[C@@H]2c1cccc(Br)c1,-5,-4,-16,-5,1,-1,-7,0.0,1
CCOC(=O)C1(CC2CCCCO2)CCN(Cc2nc3ccccc3[nH]2)CC1 (configuration not stated),10,-5,-15,0,2,17,-12,1.1,-3
Nc1cc(N)cc(C(=O)OCC(=O)Nc2cc(S(=O)(=O)N3CCCCC3)ccc2Cl)c1,-11,-10,0,-8,2,11,-5,2.6,-2
O=C(N/N=C/c1ccoc1)c1cc(Br)ccc1O,-2,-4,-1,0,1,-2,3,4.5,1
CCN(CC(=O)Nc1ccc(NC(C)=O)cc1)C(=O)C(c1ccccc1)c1ccccc1,14,-4,-17,-10,7,21,-4,4.1,-8
Cc1noc(C)c1COc1ccccc1C(=O)NNC(=O)c1ccccc1F,11,3,-21,-13,18,0,-2,1.1,-2
COc1ccc(OC)c(-c2csc(NC(=O)Cc3ccccc3)n2)c1,36,-5,-26,-11,-1,1,-9,2.3,0
Cc1c(C(=O)OCC(=O)c2ccc3c(c2)OCCO3)oc2ccccc12,10,-10,2,-3,5,14,-2,0.8,-22
O=C(N/N=C/c1ccc2nccnc2c1)c1ccncc1,-5,-2,-7,-15,1,13,-1,2.2,-5
Cc1ccc(NC(=O)c2ccc3c(c2)OCO3)cc1S(=O)(=O)N1CCOCC1,21,-9,-18,10,7,-3,-3,3.2,1
c1ccc(C2=Nc3cccnc3C(c3ccccc3)=NN2)cc1,-3,-9,-24,-7,1,14,-2,0.7,1
CCCCCCSc1ccc([C@@H]2[C@H]3C(=O)N(C)C(=O)[C@H]3[C@]3(C(=O)OC)CCCCN23)cc1,-7,0,-16,-9,-1,-7,-2,-0.5,1
CCOc1ccccc1NC(=O)CSc1nnc(CNC(=O)c2ccco2)o1,1,0,-10,-8,11,15,-2,0.2,6
CC12CCC(=O)N1C(C(=O)NNC(=O)c1ccccc1Cl)CS2 (configuration not stated),14,-1,-9,-7,3,10,-3,0.6,-14
N#Cc1ccc2c(c1)NC(=O)C1CCCN21 (configuration not stated),-19,-19,5,8,0,-12,-6,0.5,18
Cc1ccc(S(=O)(=O)N(C)c2ccc(C(=O)N3CCOCC3)cc2)cc1,-5,0,8,-20,-1,18,-1,1.1,-19
Cc1ccc(S(=O)(=O)N(CCC(=O)NCc2ccccc2F)c2ccccc2)cc1,1,-9,-19,-6,1,11,1,0.3,2
CC(C)CN(CCCNC(=O)CN1C(=O)COc2ccc(S(=O)(=O)N3CCOCC3)cc21)CC(C)C,9,-3,-9,-20,2,-3,-5,-0.2,-1
O=C(Nc1ccc(Cl)c(Cl)c1)Nc1ccc([N+](=O)[O-])cn1,10,-21,20,-3,10,-24,-1,0.6,2
CCC(O)(C#CCN1CCCCC1)CC,-18,2,-14,-8,2,22,-14,0.5,3
CCSc1nsc(SCC)c1C(N)=O,7,0,-22,-13,-1,4,-6,0.1,12
Cc1nc(CCN2C(=O)c3ccccc3C2=O)cs1,0,-7,-2,-9,5,18,-2,-0.1,0
Cc1ccc(C2(c3noc(CN(C)Cc4cccnc4)n3)CCCC2)cc1,2,-14,6,14,0,-13,-5,1.1,-4
CCC(C)(C)NC(=O)c1cc(C(=O)OC)cc([N+](=O)[O-])c1,-1,4,-14,-9,0,18,-7,0.1,-9
COc1ccc(CNc2ccc3c(c2)nc(C)n3C)cc1OC,5,-16,1,-6,0,6,-6,0.4,-9
COc1ccc(C2C3C(=O)N(N(C)c4ncc(C(F)(F)F)cc4Cl)C(=O)C3ON2C)cc1 (configuration not stated),-9,-1,-18,2,0,-4,-3,-0.3,0
O=C(CCCOc1ccccc1)NC1CCCc2ccccc21 (configuration not stated),-14,2,-9,-9,-1,28,-9,0.9,-13
CN(Cc1nccs1)C(=O)C1CCC(=O)N(Cc2ccccc2F)C1 (configuration not stated),-28,-2,-1,1,4,3,-3,0.1,-8
Cc1ccc(S(=O)(=O)N2CCC(C(=O)N3CCc4ccccc43)CC2)cc1,-33,-13,-6,6,2,-1,-1,0.7,-1
O=C(/C=C/c1ccc(Cl)cc1)Nn1c(-c2cccs2)nc2ccccc2c1=O,4,-5,-6,3,-2,9,-6,0.1,-8
CNC(=S)N1CCC(c2nc3ccccc3s2)CC1,12,-5,6,-15,0,13,-3,0.8,9
COC(=O)CCc1c(C)c(C#N)c2nc3ccccc3n2c1N1CCCC1,-17,1,-20,-8,0,18,-5,0.0,-8
COc1ccccc1-c1nnc(SCC(=O)O)n1-c1ccccc1,9,-2,-1,-2,1,24,-9,0.8,-11
O=C(CCSCc1ccccc1Cl)NC1CCCCC1,-9,-3,-10,-3,1,-6,-4,0.0,-8
CCOC(=O)N1CCN(C(=O)c2ccc3c(=O)n(-c4ccccc4F)c(=S)[nH]c3c2)CC1,-34,-8,-5,-8,1,-6,-9,-0.2,8
CC1C(=O)N2CCCc3cc(NC(=O)C4CCCCC4)cc1c32 (configuration not stated),3,-12,2,3,4,3,-3,0.4,-10
CC1(C(=O)N2CC3(CC(c4cccc([N+](=O)[O-])c4)=NO3)C[C@H]2C(=O)NCC(N)=O)CC1 (some centres not stated),8,-10,-2,-6,1,13,-2,0.3,-18
COc1ccc(-c2nc3c(-c4ccc(Cl)cc4)cnn3cc2C)cc1F,6,-15,-1,-10,-1,3,-3,0.5,-7
COc1ccc(CCNC(=O)c2ccc(COc3ccccc3OC)o2)cc1,11,-5,-17,-4,1,-2,-3,2.1,-18
O=C(c1ccccc1)c1cccc(NC(=O)C2CC2)c1,14,-9,-9,-2,1,14,-4,0.5,11
Nc1ccc(S(=O)(=O)NN=Cc2ccccc2[N+](=O)[O-])cc1,4,·,·,-3,5,11,-2,1.5,-4
CC(C)Cc1[nH]c(=O)c(C#N)c2c1CCCC2,-3,-2,-3,-11,7,14,-5,0.2,17

Reprinted at random: 4 entries already listed
Structure,TAAR1 antagonist,OXTR potentiator,CHO parental Ca,CHO-K1 Ca antag,TAAR1 agonist,M1 PAM parental,M1 ag,M1 ag parental,CHRM1 antagonist
CC1C(=O)N2CCCc3cc(NC(=O)C4CCCCC4)cc1c32 (configuration not stated),3,-12,2,3,4,3,-3,0.4,-10
CCN(CC(=O)Nc1ccc(NC(C)=O)cc1)C(=O)C(c1ccccc1)c1ccccc1,14,-4,-17,-10,7,21,-4,4.1,-8
Cc1ccc(S(=O)(=O)N2CCC(C(=O)N3CCc4ccccc43)CC2)cc1,-33,-13,-6,6,2,-1,-1,0.7,-1
CC(=O)N1c2ccc(S(=O)(=O)N3CCCC3)cc2CC1C(=O)NC(C)C (configuration not stated),6,-4,-12,-14,1,1,-2,0.2,-19

Outcome played no part in choosing rows; 4.2% or so of the library scored in one or more.
